From PubChem BioAssay
HSF1 inhib: HSF1 inhibition. AID 2098. hit rate 0.77% among 300,000. activity change, negative = inhibition, % at 7.5 µM (by protocol). NIH3T3-HGL HSE-luciferase, MG132-induced, luminescence 8 h; active compounds read low;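 active means more than half of replicate wells show activity change below -50%, luminescence cut by over half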;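 further: luciferase reports HSF-1 transcriptional activity via heat shock element; 0% = median of DMSO wells and -100% = zero luminescence signal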
HSP90 inh: inhibitors of HSP90 luciferase refolding in rabbit reticulocyte lysate | luciferase refolding luminescence, 3 h | inhibition, % at 5.6 µM | hit rate 0.91% among 290,000;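 active means inhibition above the screen-wide mean plus 3 SD, computed separately per campaign, cut at about 16% in these data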;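 further: 0% = DMSO wells and 100% = 60 µM geldanamycin wells; inhibitors lower the luminescence because luciferase stays unfolded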
HSF-1 act: increases HSF-1 driven luciferase reporter signal; AID 504408; NIH3T3-HGL HSF-1 luciferase reporter, MG132, 8 h; 100% = twice DMSO control signal; hit rate 1.7% among 300,000; activation, % at 9 µM;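 active means mean replicate activation of at least 50% with a set share of replicates each reaching 50%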;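 further: 0% = median of the neutral control wells and 100% = twice that signal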
Platelet DG rel: platelet dense granule release activity; hit rate 0.22% among 300,000; inhibition, %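 (compounds screened at 7.5 µM in platelet-rich plasma)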; human platelet-rich plasma, SFLLRN dense granule ATP release, luminescence;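 active means mean replicate score, as percent of positive control, at or above 50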
HDAC3 inh: human HDAC3 inhibition; O15379; recombinant HDAC3, fluorogenic peptide/trypsin coupled, fluorescence; hit rate 0.15% among 320,000; inhibition, % at 8.3 µM; in the data active means inhibition above about 26%, passing the limit was not always enough
GSK3 alpha inh: human GSK-3 alpha kinase inhibition; ADP-Glo luminescence, 60 min; hit rate 0.1% among 320,000; AID 2650; P49840; inhibition, % at 10 µM;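 in the data active means inhibition above about 50%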;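 further: GST-tagged GSK-3 alpha with peptide substrate and 25 µM ATP; 0% = DMSO neutral wells and 100% = GW8510 positive control wells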
Target sequence (P49840 whole entry, looked up): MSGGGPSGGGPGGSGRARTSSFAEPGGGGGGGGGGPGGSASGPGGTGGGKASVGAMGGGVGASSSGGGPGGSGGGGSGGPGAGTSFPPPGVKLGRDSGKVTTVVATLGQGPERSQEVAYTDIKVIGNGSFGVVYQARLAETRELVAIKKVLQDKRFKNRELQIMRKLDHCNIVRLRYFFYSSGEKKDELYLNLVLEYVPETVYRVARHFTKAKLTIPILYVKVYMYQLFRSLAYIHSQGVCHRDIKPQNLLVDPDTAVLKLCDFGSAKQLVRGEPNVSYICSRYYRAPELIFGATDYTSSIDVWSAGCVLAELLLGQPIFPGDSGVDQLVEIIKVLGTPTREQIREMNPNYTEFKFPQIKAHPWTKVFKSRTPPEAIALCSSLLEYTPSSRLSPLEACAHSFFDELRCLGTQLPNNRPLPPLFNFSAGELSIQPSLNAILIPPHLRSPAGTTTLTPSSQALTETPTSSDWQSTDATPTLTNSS
DYRK1A inh: Dyrk1A (rat) kinase inhibition; hit rate 0.43% among 310,000; AID 504441; ADP-Glo luminescence, NFATc1 peptide; Q63470; inhibition, % at 12.5 µM; in the data active means inhibition above about 50%;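 further: plate controls were vehicle with enzyme for no effect and no enzyme for full effect; many of its hits are not listed in these tables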
GSK3beta inhib: blocks human GSK3beta kinase activity | GST-GSK3beta kinase, ADP-Glo luminescence, 60 min; active compounds read low | P49841 | hit rate 0.038% among 300,000 | activity score (negative = inhibition), % at 10 µM | AID 2097;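 active means more than half of replicate wells score below -50%, meaning over 50% inhibition versus plate controls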;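 further: 0% = median DMSO wells and -100% = median GW8510 positive control wells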
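Test system: GST-tagged human GSK3beta kinase, cell-free; evaluation: activity score scaled between in-plate DMSO and GW8510 controls; measured by: ADP-Glo luminescence; incubation: 60 min reaction, RT; benchmarks: DMSO and 20 µM GW8510; reagent: peptide substrate plus 25 µM ATP (final); medium: Tris/MgCl2 kinase buffer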
PolyA inh: inhibitors of polyadenylation in S. cerevisiae; S. cerevisiae SKY197-pL101 polyadenylation reporter, beta-gal luminescence; efflux-impaired pdr1/pdr3 knockout yeast; score 100 = 6 SD above DMSO; calls only at 12 µM; hit rate 0.02% among 300,000; AID 1875;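 active means lowest replicate activity score at least 50, where 100 means six control SD above control mean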;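 further: yeast exposed to compound for 9 h at 30 °C; higher score means more reporter readthrough which indicates perturbed polyadenylation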
AI-2 QS modul: modulates the Vibrio harveyi AI-2 quorum sensing system; Vibrio harveyi JMH597 AI-2 luminescence/OD600 ratio, 9 h; active compounds read low; strain lacks LuxN and CqsS sensors; 0 = neutral-control median; activity change, % at 7.5 µM; hit rate 0.4% among 300,000; in the data active means activity change below about -75%, passing the limit was not always enough;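 further: luminescence divided by OD600 gain over 9 h not by final OD600 alone; inactives centre near 13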
* = called active by the depositor; i = inactive; nt = not tested or not shown. A portion of the library; count on the stated rates, not on these rows.

HSF1 inhib	AI-2 QS modul	HSF-1 act	GSK3 alpha inh	molecule	Platelet DG rel	DYRK1A inh	HDAC3 inh	GSK3beta inhib	PolyA inh	HSP90 inh
-6.7	20.7	10.2	0.3	Cc1onc(-c2ccccc2Cl)c1C(=O)N1CCN(Cc2ccc3c(c2)OCO3)CC1	-10.9	nt	0.3	1.1	i	-4.3
3.2	24.5	2.4	-0.2	Cc1nn(-c2ccccc2)c(N)c1C1(O)C(=O)N(C)c2ccccc21 (stereo not given)	6.8	-0.8	1.5	-1.7	i	-1.8
-0.7	6.8	4.6	-0.6	Cc1nc(SCC(=O)Nc2cc(Cl)ccc2[N+](=O)[O-])nc(C)c1C	1.6	-3.2	8.6	1.0	i	-1.5
-4.0	-1.3	-6.7	0.1	CCOc1ccc(S(=O)(=O)N2CCCC(C(=O)N3CCOCC3)C2)cc1C (stereo not given)	1.2	-3.4	-4.5	-5.5	i	1.0
-2.6	20.2	2.1	-0.2	O=C(CN1CCOCC1)NC1C2CC3CC(C2)CC1C3 (stereo not given)	1.1	2.2	-2.4	3.5	i	-4.7
-2.4	11.0	2.2	-3.5	COc1cc(C(=O)NCC(c2ccccc2)N(C)C)ccc1OCC(=O)N1CCOCC1 (stereo not given)	-4.1	-4.0	-14.1	0.4	i	3.6
-4.1	25.2	-1.2	-1.8	CSc1ccc(S(=O)(=O)NC2CC2)cc1	0.5	-7.0	1.2	-3.5	i	-3.1
12.6	10.1	8.1	-1.8	O=C(/C=C\c1ccc2c(c1)OCO2)CC1(O)C(=O)Nc2ccccc21 (stereo not given)	7.7	-6.5	8.4	-0.5	i	1.8

The list continues.
HSF1 inhib	AI-2 QS modul	HSF-1 act	GSK3 alpha inh	molecule	Platelet DG rel	DYRK1A inh	HDAC3 inh	GSK3beta inhib	PolyA inh	HSP90 inh
6.3	20.1	11.9	-3.7	Cc1ccc(Cn2c(=O)n(-c3ccccc3)c(=O)c3ccc(C(=O)NCc4ccco4)cc32)cc1	9.2	5.8	3.9	2.7	i	-2.3
-4.6	27.6	-20.1	-1.9	CCN(CCn1cccn1)C(=O)C1CCC(=O)N(CCN2CCOCC2)C1 (stereo not given)	-2.2	18.9	1.8	-2.9	i	-0.5
-0.8	-13.9	-5.7	-5.4	CC/C(=C(/CC)c1ccc(O)cc1)c1ccc(O)cc1	nt	7.3	2.7	2.9	i	0.4
3.7	41.4	-3.9	-4.4	O=C(O)c1ccc(CSC2CCCCC2)cc1	-1.5	-1.4	0.2	-3.1	i	3.3
11.2	9.6	17.3	1.4	COC(=O)C1=C(COc2ccc(F)cc2)NC(=O)NC1c1ccc(C)cc1C (stereo not given)	7.1	-16.3	-0.7	0.3	i	5.7
25.3	12.4	42.4	2.3	COc1ccc(C(OCC(O)CN(C)C2CCCCC2)c2ccc(OC)cc2)cc1 (stereo not given)	-19.6	-3.8	1.5	-0.6	i	1.6
8.8	14.5	1.1	0.4	O=C(CNC(=O)c1ccco1)OCc1ccc(C(=O)c2ccccc2)cc1	-1.0	nt	-3.2	1.5	i	0.8
-5.8	13.7	9.5	-3.2	N#Cc1nc(-c2ccccc2)oc1N1CCCCC1	4.4	7.6	-13.1	0.6	i	-5.7

Carrying on.
HSF1 inhib	AI-2 QS modul	HSF-1 act	GSK3 alpha inh	molecule	Platelet DG rel	DYRK1A inh	HDAC3 inh	GSK3beta inhib	PolyA inh	HSP90 inh
-3.3	15.4	3.6	0.5	OCCN1CCN(C(=S)c2ccc(Br)cc2)CC1	0.0	7.3	-5.6	-3.5	i	1.5
27.8	-4.9	42.4	-0.6	CC1=CCC(COC(=O)Nc2ccccc2)CC1 (stereo not given)	14.2	-1.7	2.7	1.3	i	0.7
16.7	-0.6	46.1	4.1	CCOC(=O)CSc1cccc2cccnc12	5.8	4.4	-4.6	-2.3	i	-1.6
3.1	13.6	32.6	-5.6	C/C(=N/O)c1no[n+]([O-])c1/C(C)=N\O	11.9	0.9	-2.0	3.5	i	-4.9
nt	-5.7	nt	-0.1	COC(=O)C(NS(=O)(=O)c1ccc(NC(C)=O)cc1)C(C)C (stereo not given)	6.0	-4.2	-0.4	-0.4	i	2.5
-0.2	10.8	-17.0	-0.7	CN(Cc1nc(-c2cccs2)no1)CC(O)c1ccccc1 (stereo not given)	-0.3	11.2	-12.1	-3.2	i	-3.8
-1.4	-2.5	-9.3	-1.6	CCN(CC)S(=O)(=O)c1ccc(OCC(=O)NCc2ccco2)cc1	-1.7	13.6	8.9	1.2	i	3.0
18.4	31.8	26.5	2.1	Cn1/c(=N/NC(=O)c2ccccc2F)sc2ccccc21	1.1	-2.5	-6.4	-4.5	i	2.8
-0.4	21.5	1.4	-5.7	COc1cc(OC)cc(C(=O)NC2CCN(C(=O)N3c4ccccc4Sc4ccccc43)CC2)c1	-5.6	6.4	-1.0	0.4	i	3.7
1.8	-2.8	14.6	2.6	CC1=N/C(=C/c2ccc([N+](=O)[O-])cc2)C(=O)N1c1ccc(Cl)cc1Cl	3.0	nt	-0.8	-2.8	i	0.1

12 of the compounds above, with values under each structure.
Each structure is followed by: HSF1 inhib | AI-2 QS modul | HSF-1 act | GSK3 alpha inh | Platelet DG rel | DYRK1A inh | HDAC3 inh | GSK3beta inhib | PolyA inh | HSP90 inh
- COc1ccc(C(OCC(O)CN(C)C2CCCCC2)c2ccc(OC)cc2)cc1 (stereo not given)
→ 25.3 | 12.4 | 42.4 | 2.3 | -19.6 | -3.8 | 1.5 | -0.6 | i | 1.6
- O=C(CNC(=O)c1ccco1)OCc1ccc(C(=O)c2ccccc2)cc1
→ 8.8 | 14.5 | 1.1 | 0.4 | -1.0 | nt | -3.2 | 1.5 | i | 0.8
- N#Cc1nc(-c2ccccc2)oc1N1CCCCC1
→ -5.8 | 13.7 | 9.5 | -3.2 | 4.4 | 7.6 | -13.1 | 0.6 | i | -5.7
- OCCN1CCN(C(=S)c2ccc(Br)cc2)CC1
→ -3.3 | 15.4 | 3.6 | 0.5 | 0.0 | 7.3 | -5.6 | -3.5 | i | 1.5
- CC1=CCC(COC(=O)Nc2ccccc2)CC1 (stereo not given)
→ 27.8 | -4.9 | 42.4 | -0.6 | 14.2 | -1.7 | 2.7 | 1.3 | i | 0.7
- CCOC(=O)CSc1cccc2cccnc12
→ 16.7 | -0.6 | 46.1 | 4.1 | 5.8 | 4.4 | -4.6 | -2.3 | i | -1.6
- C/C(=N/O)c1no[n+]([O-])c1/C(C)=N\O
→ 3.1 | 13.6 | 32.6 | -5.6 | 11.9 | 0.9 | -2.0 | 3.5 | i | -4.9
- COC(=O)C(NS(=O)(=O)c1ccc(NC(C)=O)cc1)C(C)C (stereo not given)
→ nt | -5.7 | nt | -0.1 | 6.0 | -4.2 | -0.4 | -0.4 | i | 2.5
- CN(Cc1nc(-c2cccs2)no1)CC(O)c1ccccc1 (stereo not given)
→ -0.2 | 10.8 | -17.0 | -0.7 | -0.3 | 11.2 | -12.1 | -3.2 | i | -3.8
- CCN(CC)S(=O)(=O)c1ccc(OCC(=O)NCc2ccco2)cc1
→ -1.4 | -2.5 | -9.3 | -1.6 | -1.7 | 13.6 | 8.9 | 1.2 | i | 3.0
- Cn1/c(=N/NC(=O)c2ccccc2F)sc2ccccc21
→ 18.4 | 31.8 | 26.5 | 2.1 | 1.1 | -2.5 | -6.4 | -4.5 | i | 2.8
- COc1cc(OC)cc(C(=O)NC2CCN(C(=O)N3c4ccccc4Sc4ccccc43)CC2)c1
→ -0.4 | 21.5 | 1.4 | -5.7 | -5.6 | 6.4 | -1.0 | 0.4 | i | 3.7
